# PRMT1 FP inh – PRMT1 methyltransferase inhibitors, primary screen, biochemical, fluorescence polarization; Protein arginine N-methyltransferase 1 (Homo sapiens), Q99873; recombinant PRMT1, activity-based probe fluorescence polarization; inhibition, % at 2.79 µM; 370,000 compounds, 1.3% hits;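 active means inhibition above about 21% made by adding two undisclosed values, limit read from the data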
# Target sequence (Q99873 whole entry, looked up): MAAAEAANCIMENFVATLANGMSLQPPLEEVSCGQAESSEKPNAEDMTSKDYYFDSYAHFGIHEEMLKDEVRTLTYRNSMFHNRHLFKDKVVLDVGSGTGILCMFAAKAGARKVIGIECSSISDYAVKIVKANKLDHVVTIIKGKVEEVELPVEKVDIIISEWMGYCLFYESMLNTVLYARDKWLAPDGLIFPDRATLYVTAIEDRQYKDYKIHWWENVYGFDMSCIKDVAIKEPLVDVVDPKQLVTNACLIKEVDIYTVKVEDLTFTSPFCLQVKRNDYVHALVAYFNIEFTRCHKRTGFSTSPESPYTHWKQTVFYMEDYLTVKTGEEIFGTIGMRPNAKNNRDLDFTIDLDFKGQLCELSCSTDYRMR
# TDP2 inh – human TDP2 enzyme inhibitors, primary screen, biochemical, epi absorbance, recombinant enzyme; inhibition, % at 12.8 µM; Tyrosyl-DNA phosphodiesterase 2 (Homo sapiens), O95551; T5PNP hydrolysis, p-nitrophenol absorbance 415 nm; AID 720702, 2013; 370,000 compounds, 0.34% hits;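 active means inhibition above the mean of all tested compounds plus 3 SD, set per campaign, cut at about 25% in these data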;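 further: 0% = DMSO with enzyme and 100% = buffer with substrate but no TDP2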
#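 Incubation: 2 h at 37 °C; Test system: recombinant human TDP2; Quantity: enzyme 120 nM; Read-out basis: percent inhibition; Medium: 50 mM Tris-HCl pH 7.5 with Mg2+, KCl, DTT, BSA; Repeats: single replicate; Compound: 12.8 µM single point, 1% DMSO; Signal: epi absorbance; Reagent: 5 mM T5PNP chromogenic substrate; Benchmarks: no-enzyme high, DMSO-plus-enzyme low.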
# LEDGF integ inh – blockers of LEDGF/p75-dependent integrase strand transfer – biochemical, TR-FRET, high throughput, primary screen | HIV-1 integrase (with human LEDGF/p75) | TR-FRET IN-LEDGF/p75 DNA integration, Eu/Cy5 | inhibition, % at 3.7 µM | 370,000 compounds, 0.64% hits;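 active means inhibition above the screen-wide mean plus 3 SD, cut at about 13% in these data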;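 further: signal is the Cy5 over europium emission ratio at 671 and 618 nm; 0% = plate median of compound wells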
# proKLK7 act – proKLK7 zymogen activators, primary screen, biochemical, fluorescence intensity. Kallikrein-7 (Homo sapiens), P49862. purified proKLK7, EDANS-DABCYL substrate fluorescence; 100% is mature enzyme control, 0% vehicle. activation, % at 7 µM. 370,000 compounds, 0.9% hits;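 active means activation above the mean of all tested compounds plus 3 SD, computed per campaign excluding outliers beyond control limits, cut at about 13% in these data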
# SIAE primary – human SIAE inhibitors, primary screen, biochemical, fluorescence polarization, FP-Rh probe, 1536-well HTS. inhibition, % at 9.66 µM. AID 1053197, 2014. Sialate O-acetylesterase (Homo sapiens), Q9HAT2. 370,000 compounds, 0.69% hits. SIAE FP-Rh probe binding;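 active means inhibition above a cutoff: mean of compounds within the control limits plus 3 SD of those, cut at about 17% in these data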;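 further: 0% = plate median of compound wells and 100% = probe without SIAE protein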
# DDE Tn6 FP inh – inhibitors of Tn6 peptide binding to fibrin DD(E), primary screen, biochemical, fluorescence polarization, human fibrin, Tn6 probe. inhibition, % at 8.3 µM. AID 720509, 2013. 370,000 compounds, 0.21% hits. Fibrin DD(E) TRITC-Tn6 fluorescence polarization displacement;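 active means inhibition above a per-campaign cutoff: mean of compounds within control limits plus 3 SD, cut at about 15% in these data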;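 further: 0% = median of all compound wells on the plate and 100% = blocking peptide control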
# Target sequence (P02675 whole entry, looked up): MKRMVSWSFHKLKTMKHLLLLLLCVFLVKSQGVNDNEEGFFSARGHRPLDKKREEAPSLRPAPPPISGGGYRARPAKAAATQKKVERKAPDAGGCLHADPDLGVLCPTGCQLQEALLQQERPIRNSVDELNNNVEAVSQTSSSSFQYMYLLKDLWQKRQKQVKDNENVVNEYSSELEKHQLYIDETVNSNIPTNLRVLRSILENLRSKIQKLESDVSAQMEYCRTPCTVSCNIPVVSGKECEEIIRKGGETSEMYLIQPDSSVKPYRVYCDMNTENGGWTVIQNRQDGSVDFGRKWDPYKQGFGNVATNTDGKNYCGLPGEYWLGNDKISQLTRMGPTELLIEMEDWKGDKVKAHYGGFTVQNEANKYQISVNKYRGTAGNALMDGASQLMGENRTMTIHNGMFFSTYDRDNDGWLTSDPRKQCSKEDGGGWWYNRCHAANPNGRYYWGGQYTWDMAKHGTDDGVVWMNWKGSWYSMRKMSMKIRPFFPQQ
# TCR-CD3 inh – inhibitors of human TCR-CD3 interaction, primary screen, biochemical, fluorescence, TAMRA-labeled TCR probe. 360,000 compounds, 0.37% hits. inhibition, % at 9.4 µM. T-cell receptor (TCR); in the data active means inhibition above about 19%;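 further: recombinant mutant TCR 2C K166C tagged with TAMRA read by polarization; 0% = receptor in buffer alone and 100% = receptor with positive control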
# MBD2 inh – inhibitors of MBD2 binding to methylated DNA, primary screen, biochemical, TR-FRET, DNA-binding domain, human. MBD2 binding to methylated oligonucleotide. AID 686964, 2013. inhibition, % at 4.4 µM. 370,000 compounds, 0.31% hits. Methyl-CpG-binding domain protein 2 (Homo sapiens), Q9UBB5; in the data active means inhibition above about 13%
# DDE Tn7 FP inh – inhibitors of Tn7 peptide binding to fibrin DD(E), primary screen, biochemical, fluorescence polarization, human fibrin, Tn7 probe; AID 720508, 2013; inhibition, % at 8.3 µM; FP displacement of FITC-Tn7 peptide from fibrin DD(E); 0% = median of compound wells per plate; Fibrinogen beta chain (Homo sapiens), P02675; 370,000 compounds, 0.13% hits;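 active means inhibition above the mean of compounds falling within the control limits plus 3 SD of them, cut at about 14% in these data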;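 further: 0% = plate median of compound wells and 100% = 10 µM Aha-Tn7 peptide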
#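 Measure: % inhibition scaled between sample-field median and high-control FP; Test system: human fibrin DD(E); Quantity: 2 µM final DD(E) protein; Doses: one dose, 8.3 µM nominal; Schedule: compound with protein 10 min, then 3 h after probe, room temperature; Detection: fluorescence polarization; Medium: Tris buffer with calcium and detergent, pH 7.8.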
# UHRF1 binding – UHRF1 methylated DNA binding inhibitors, primary screen, counter-screen for MBD2 inhibitor project, biochemical, TR-FRET, human UHRF1, single concentration; inhibition, % at 4.4 µM; E3 ubiquitin-protein ligase UHRF1 (Homo sapiens), Q96T88; UHRF1 binding to methylated oligo; AID 687016, 2013; 370,000 compounds, 0.75% hits; in the data active means inhibition above about 21%;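 further: UHRF1 SRA domain binding a hemimethylated CpG hairpin DNA probe; 0% = median of test compound wells and 100% = reference inhibitor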
# * = called active by the depositor; nt = not tested or not shown.
SMILES,PRMT1 FP inh,TDP2 inh,LEDGF integ inh,proKLK7 act,SIAE primary,DDE Tn6 FP inh,TCR-CD3 inh,MBD2 inh,DDE Tn7 FP inh,UHRF1 binding
Cc1csc2nc(SCC(=O)N3CCN(c4ccccc4)CC3)[nH]c(=O)c12,1.0,-5.6,-3.7,0.4,-0.8,3.0,-2.4,-2.0,4.9,-2.6
COc1ccc(NC(=O)CSc2nc(NS(=O)(=O)c3ccc(C)cc3)cc(=O)[nH]2)cc1,0.3,-2.1,-1.6,1.0,-10.6,-4.3,0.6,-0.4,2.9,1.7
COc1ccc(C[C@H]2CN3C(=NC[C@@H]3C(C)C)N2CCNC(=O)CCC2CCCCC2)cc1,-1.1,-1.6,0.8,0.3,1.6,6.6,2.5,-4.4,5.0,-0.1
CCCc1cc(C(=O)N2CCCC(Nc3ccc(C)c(C)c3)C2)n(C)n1 (centres undefined),0.0,-2.0,-0.5,0.1,3.6,-5.2,1.2,-0.6,2.2,-0.3
O=C(CN(c1ccc(F)cc1)S(=O)(=O)c1ccc2c(c1)OCCO2)NCc1cccnc1,-2.2,3.6,0.2,-0.7,2.0,5.2,1.2,-4.9,-0.4,0.8
O=[N+]([O-])c1cc(Br)c(O)c(C=Nc2ccc(N3CCOCC3)cc2)c1,9.1,20.9,25.5*,0.9,28.6*,13.0,48.6*,-4.9,3.3,0.3
O=C(NC1CC1)c1cccc(S(=O)(=O)N2CCOCC2)c1,0.1,9.1,1.8,-0.8,-1.9,0.1,-0.9,-2.6,-1.0,1.2
CCCCN(C=O)c1c(CC)nc2c(OCc3cc(Cl)cc(Cl)c3)cccn12,1.2,-5.0,-6.9,-0.1,-2.0,-0.5,-2.8,-1.3,3.4,1.0
O=C(COc1cccc2c1CCNC2=O)Nc1ccc(Cl)cc1,-1.4,1.5,0.9,-0.3,-15.3,5.2,4.8,1.2,1.1,-1.2
COCCNC(=O)C(c1ccc(OC)cc1)N(CCOC)C(=O)CCC(=O)Nc1nccs1 (centres undefined),-1.9,7.9,-0.6,0.6,-4.2,3.0,0.4,-0.7,2.5,-1.8
Cc1ccc(N2CC(C(=O)Nc3ccc(S(=O)(=O)NCC4CCCO4)cc3)CC2=O)cc1 (centres undefined),0.2,-11.6,-1.3,-0.5,-2.2,-4.0,6.3,-4.9,2.9,0.2
COc1ccc(-c2ccc(/C=C3\C(=O)N(c4ccccc4)N=C3c3ccccc3)o2)c([N+](=O)[O-])c1,-2.1,-5.1,-0.8,0.5,3.5,-9.9,6.3,3.5,-1.7,-6.5
O=C(Cc1ccccc1)N/N=C/C=C/c1ccccc1[N+](=O)[O-],-9.2,-16.9,8.5,0.2,-3.2,4.4,4.6,0.6,-0.9,1.4
Cc1cc2ncn(CC(O)COc3cccc(C(=O)O)c3)c2cc1C (centres undefined),3.9,0.0,-2.8,-0.4,1.3,-0.7,-3.5,2.1,7.2,4.5
CC1=C(C(=O)N(C)C)CC(CC(=O)NC2CCCCC2)C(=O)N1Cc1ccc(F)cc1 (centres undefined),-3.3,-3.1,-3.1,-0.6,2.4,12.8,1.4,-0.5,3.6,9.8
CC(C)NC(=O)CSc1nc(Cc2cccs2)nc2ccccc12,7.8,3.2,-3.2,-0.6,2.9,5.1,-3.4,-2.3,0.4,-5.8
Cc1ccc(NC2=C(NCCO)C(=O)c3ccccc3C2=O)cc1,-0.7,43.5*,9.3,1.1,5.5,5.7,3.5,-10.0,-2.1,4.0
O=C(CN1CCCCC1)Nc1ccc(S(=O)(=O)N2CCCCCC2)cc1,1.0,4.5,0.3,0.8,3.8,-1.9,1.9,-0.1,6.4,-0.6
CC(C)c1cc(CNC(=O)CCc2nnc(CCCCc3ccccc3)o2)on1,0.5,0.2,2.4,0.8,3.4,6.4,2.1,-0.7,-3.2,-1.1
O=S(=O)(NC1CCCCC1N1CCC(O)CC1)c1ccccc1 (centres undefined),4.8,0.6,-3.3,-0.2,2.6,-7.3,-2.4,-0.2,2.8,1.9
O=C(CN1C(=O)/C(=C\c2ccc(F)cc2)Oc2ccccc21)N1CCN(c2ccccn2)CC1,-0.8,0.9,-0.3,1.7,1.3,-1.4,2.7,2.8,3.5,-0.5
CCCCCN(C(=O)CCC(=O)OCC(=O)c1cccc(OC)c1)c1c(N)n(CCCC)c(=O)[nH]c1=O,-1.3,-0.6,3.2,0.5,0.5,5.8,3.1,-5.0,-1.6,-3.3
O=C(c1ccc2c(c1)OCO2)N1CCN(c2ccc(C(F)(F)F)cn2)CC1,3.9,0.1,0.0,0.2,2.0,-4.3,-4.9,-2.4,-1.1,-1.0
Cc1nc2ccccc2n1CC(O)c1ccccc1 (centres undefined),0.0,11.0,-3.7,-0.2,5.9,-0.9,-4.0,3.7,0.0,-1.9
O=CN1N=C(c2ccccc2)CC1c1ccccc1[N+](=O)[O-] (centres undefined),0.7,-2.2,3.0,-0.2,-3.0,-1.1,0.9,-2.0,-1.3,-0.8
O=C(N/N=C/c1ccc(F)cc1)c1ccccc1,1.0,3.1,-5.1,-0.7,0.8,4.9,1.7,-3.7,9.9,27.1*
COC(=O)c1cnn(-c2nc(-c3ccccc3)cs2)c1N,7.9,-12.0,3.0,0.0,-9.1,2.0,-6.2,-1.2,-0.8,7.9
COC(=O)c1ccc(-c2noc(CN(C)CC3CCCCO3)n2)cc1 (centres undefined),4.2,-4.8,3.7,-0.4,-3.3,-4.9,-8.1,7.3,10.1,6.6
Nc1ncc([N+](=O)[O-])cc1Br,2.8,-16.2,-8.6,0.5,1.9,10.3,-5.2,-0.7,8.7,-0.1
O=C(O)c1ccc2c(c1)C(=O)N(Cc1ccco1)C2=O,0.6,-9.0,0.6,0.6,3.8,9.3,2.7,-3.9,-2.7,-1.2
CN(CCO)c1cccc2c1S(=O)(=O)N(Cc1cn(Cc3ccccc3C(F)(F)F)nn1)Cc1ccccc1O2,-6.2,10.4,0.4,0.2,6.7,-7.2,nt,-2.3,3.1,2.0
CCOC(=O)c1c(S(=O)(=O)NCC(=O)NCc2ccccc2)c(C)n(C)c1C,-3.4,-13.7,-2.5,-0.2,-1.0,2.9,-0.8,-0.6,-0.4,3.3
CC1(C)CC(=O)C2=C(C1)N(CCN1CCOCC1)C1=C(C(=O)CC(C)(C)C1)C2c1cccc(F)c1,4.2,-2.8,1.8,33.9*,-7.4,6.8,-3.7,1.3,-7.4,2.0
CCC(C)NC(=O)CN(c1ccc2c(c1)OCO2)S(=O)(=O)c1c(C)n[nH]c1C (centres undefined),-0.8,-0.3,-3.7,-0.6,4.5,4.1,-7.1,-0.9,-4.6,-1.0
O=C(NCCSc1ccccn1)c1ccc(Cl)cc1,3.5,-3.5,-3.3,0.4,-1.3,4.9,0.4,0.1,1.3,0.3
COc1ccc(CCNC(=O)c2cnc(C)cn2)cc1,0.0,-1.8,2.8,0.0,1.7,3.9,4.8,0.1,-15.8,2.2
Cc1ccc(C(=O)NCC(=O)N(C)CC(=O)Nc2c(Cl)cccc2Cl)s1,-3.0,-15.3,-1.3,0.6,-1.5,-1.7,-2.2,-4.6,-5.8,22.9*
Cc1cc(OC(=O)c2ccc(OC(C)C)cc2)c([N+](=O)[O-])c(=O)[nH]1,3.8,-5.8,-2.3,0.1,-1.3,1.1,-2.3,-0.4,1.6,0.6
CCc1nc2ccc(C(=O)NCc3ccc(C)o3)cc2nc1CC,3.1,5.2,1.4,-0.1,1.0,-0.8,-0.2,-4.2,6.4,-2.0
Cc1ccc(N2CC(C(=O)OCC(=O)Nc3ccccc3F)CC2=O)cc1 (centres undefined),0.4,-0.6,2.0,0.0,5.9,6.4,1.8,0.0,-1.8,-1.7
Cc1ccc(NC(=O)COC(=O)c2ccc(Cl)nc2)cc1S(=O)(=O)N1CCCCC1,-6.6,-10.4,3.6,0.4,-8.3,-8.2,4.6,4.4,-8.2,-3.5
Cc1c(C)c2c(OCC(=O)N3CCC[C@H]3C(=O)O)cc3c(c2oc1=O)CCC(C)(C)O3,4.7,-4.0,-3.3,70.8*,-2.6,1.4,-3.4,-0.8,-3.9,1.0
CCC(=O)Nc1nc(-c2ccc3c(c2)OCCO3)cs1,-3.5,0.5,-1.4,-0.3,-0.2,-8.4,1.3,2.8,6.3,-1.9
Nc1nnc(-c2ccc(F)cc2)s1,-3.7,-0.3,-3.4,0.4,3.6,5.4,6.3,-1.4,-0.1,-2.5
C[C@@H]1CN([C@H](C)CO)C(=O)CCCn2nncc2CO[C@@H]1CN(C)S(=O)(=O)c1cccc(F)c1,-1.3,-4.2,-1.0,0.7,5.3,-2.3,8.5,-4.0,1.4,0.0
CC(Sc1nnc(-c2cccnc2)n1-c1ccccc1F)C(=O)N1CCCc2ccccc21 (centres undefined),-3.1,-13.4,2.0,-0.1,1.9,3.8,2.2,-3.7,-1.3,-0.1
O=Cc1ccc(-n2cncn2)cc1,-5.1,-16.5,4.2,-0.7,-5.9,-10.4,-0.2,-3.3,3.6,4.1
Cc1cccnc1CCNCc1c(C(=O)N2C[C@@H](C)O[C@@H](C)C2)nc2ccc(Cl)cn12,-0.1,1.3,-0.1,0.5,-1.6,5.2,3.5,-2.0,7.6,-0.5
CCn1cc(C(=O)OCC(=O)c2cc(C)n(-c3cccc(C(F)(F)F)c3)c2C)c(=O)c2ccc(C)nc21,1.9,-1.7,1.2,0.4,-1.2,-4.8,1.4,-3.4,-8.7,-3.1
CNC(=O)COc1ccc(S(=O)(=O)Nc2ccccc2)cc1,5.1,-9.3,-0.9,-0.2,-0.7,11.6,-6.7,4.7,2.5,3.1
CCCSc1nc2sc3c(c2c(=O)[nH]1)CC(C)CC3 (centres undefined),-3.4,4.4,-1.1,0.2,-1.4,5.5,2.4,-2.5,6.3,-1.9

# LEDGF integ inh, entries above that show a hit
mol	PRMT1 FP inh	TDP2 inh	LEDGF integ inh	proKLK7 act	SIAE primary	DDE Tn6 FP inh	TCR-CD3 inh	MBD2 inh	DDE Tn7 FP inh
O=[N+]([O-])c1cc(Br)c(O)c(C=Nc2ccc(N3CCOCC3)cc2)c1	9.1	20.9	25.5*	0.9	28.6*	13.0	48.6*	-4.9	3.3
